mcGAS RapidFire: inhibitors of Mus musculus cyclic GMP-AMP synthase, initial high-throughput assay, cell-free, RapidFire MS | inhibition, % at 12.5 µM | recombinant mouse cGAS, cGAMP by RapidFire MS | Q8C6L5 | 130,000 tested, 0.18% active;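 active means inhibition of cGAS enzyme activity at or above 60%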;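 further: enzyme stimulated by 45 bp dsDNA with ATP and GTP substrates; cGAMP share of summed cGAMP plus half ATP and half GTP signals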
Target sequence (Q8C6L5 whole entry, looked up): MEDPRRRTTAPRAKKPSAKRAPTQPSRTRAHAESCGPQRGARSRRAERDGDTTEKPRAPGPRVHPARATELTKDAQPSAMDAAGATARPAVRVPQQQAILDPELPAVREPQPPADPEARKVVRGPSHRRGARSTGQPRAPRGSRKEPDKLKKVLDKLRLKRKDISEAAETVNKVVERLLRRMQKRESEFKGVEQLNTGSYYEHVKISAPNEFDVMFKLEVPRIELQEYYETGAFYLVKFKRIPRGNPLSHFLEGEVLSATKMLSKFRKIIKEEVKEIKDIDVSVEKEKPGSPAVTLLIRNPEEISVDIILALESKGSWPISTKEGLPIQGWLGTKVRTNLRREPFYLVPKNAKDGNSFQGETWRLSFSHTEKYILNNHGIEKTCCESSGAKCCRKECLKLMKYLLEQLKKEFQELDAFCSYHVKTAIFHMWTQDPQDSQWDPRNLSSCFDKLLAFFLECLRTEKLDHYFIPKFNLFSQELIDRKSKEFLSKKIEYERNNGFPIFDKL
Starred values were filed as active, the others as inactive; & = joins results of further samples. A portion of the library (hit frequency here may not be typical).

| mcGAS RapidFire | canonical_smiles |
| --- | --- |
| -12 | Cc1cccc(-c2nc(NC(=O)N3CCc4c([nH]c5ccccc45)C3)n[nH]2)c1 |
| -1 | CCOc1cc(C=CC(=O)c2ccc(Cl)cc2)ccc1O |
| -4 | CC1CCC2(CC1)NC(=O)N(NC(=O)c1cc3c(s1)CCCCC3)C2=O (stereo not drawn) |
| 3 | COCCCN1C(=O)CCC(C(=O)O)C1c1cccc2c1OCCO2 (stereo not drawn) |
| -12 | CCC(NCc1cnc(-c2ccc3ccccc3c2)nc1)c1nc(C)no1 (stereo not drawn) |
| -17 | Cc1nc(Cn2ccnc2-c2ccc(N(C)C)nc2)nc2c1CCCC2 |
| -10 | CCCCC(C(N)=O)C(N)=O |
| -15 | O=C(Nc1ccc(Cl)cc1)c1cccc(Nc2cnc3ccccc3n2)c1 |
| -12 | CC1CN(CC(=O)N2CCN(Cc3nccn3C)CC2)Cc2cc(Cl)ccc2O1 (stereo not drawn) |
| 5 | CCn1nnnc1SCc1cccc(C)c1 |
| -27 | OC1(/C=C/C2(O)CCCCC2)CCCCC1 |
| -9 | O=C(CCc1nc(-c2ccc(Cl)cc2)no1)NCc1ccco1 |
| 8 | CC1(C)CC2CC(C)(CN2C(=O)COC(=O)c2ncc(Cl)c(Cl)c2Cl)C1 (stereo not drawn) |
| -10 | CC1CCCN(c2nc(N)c([N+](=O)[O-])c(N3CCCC3)n2)C1 (stereo not drawn) |
| -11 | c1ccc(C(c2ccccc2)c2noc(CN(Cc3ccncc3)CC3CCCO3)n2)cc1 (stereo not drawn) |
| -3 | Cc1cc(C(=O)N2CCCC(N3CCN(c4cccc(Cl)c4)CC3)C2)n(C)n1 (stereo not drawn) |
| 0 | Cc1cc(C(=O)CSc2nnc(-c3cc4c(s3)CCC(C)C4)o2)c(C)n1C (stereo not drawn) |
| 8 | CCCC1C=CCN1C(=O)c1cc(COc2ccc3c(c2)OCO3)[nH]n1 (stereo not drawn) |
| 2 | O=C(CN1CSCC1=O)Nc1nn2cnnc2s1 |
| -15 | NC(=O)c1ccccc1OCC(=O)C12CC3CC(CC(C3)C1)C2 |
| -8 | COc1cccc(CN2CCC2(C)C(=O)Nc2cccc(Oc3ccccc3)c2)c1F (stereo not drawn) |
| -8 | FC(F)(F)c1cnc(NN=Cc2ccncc2)c(Cl)c1 |
| -17 | CC1(C)OC(c2cccc(O)c2)OC1(C)C |
| -14 | Cc1cc(C)n(-c2ccc(C(=O)NC(C)C)cn2)n1 |
| -1 | CC1=C(C(=O)Nc2cccnc2)C(c2ccccc2Cl)n2nc(-c3ccc(N(C)C)cc3)nc2N1 (stereo not drawn) |
| 8 | O=C(c1ccccc1SCC1CCCO1)N1CCN(c2ccc(O)cc2)CC1 (stereo not drawn) |
| -9 | COCc1ccc(CN(C)Cc2nc(-c3ccccc3NS(C)(=O)=O)oc2C)o1 |
| -15 | CCn1nnc2c(NC3CCCCCCCCCCC3)ncnc21 |
| 1 | COC(=O)c1cc([N+](=O)[O-])cc(N)c1C |
| -5 | O=C1CC(N(Cc2ccc3c(c2)OCO3)C(=S)Nc2ccccc2)C(=O)N1c1ccc(F)cc1 (stereo not drawn) |
| -6 | Cc1c(C)n2c3c(=O)[nH]c(=O)n(C)c3nc2n1CCCl |
| -29 | CCC(C)S(=O)(=O)Nc1cccc(S(C)=O)c1 (stereo not drawn) |
| -7 | CCCCCCCSc1nc(C)cc(=O)[nH]1 |
| -8 | O=C(Nc1ccccc1)C(=O)N1CCCC(c2[nH]ncc2Cc2ccccc2)C1 (stereo not drawn) |
| -17 | COCC(NC(=O)c1cccc2[nH]c(C)nc12)c1ccnn1C (stereo not drawn) |
| -7&2 | COc1ccsc1C(=O)n1nc(C2CC2)c(C)c1N |
| -11 | Cc1c(C(=O)NCc2cccc(Cl)c2)sc(=O)n1Cc1ccc(C(=O)N(C)C)cc1 |
| -34 | CC(C)c1cc(C2CCCN2C(=O)CCc2cn3ccccc3n2)no1 (stereo not drawn) |
| -7 | CCN1C(=O)NC(c2cccc(C#N)c2)C(C(=O)OC)=C1C (stereo not drawn) |
| -11 | O=C(NCc1cccc(C(F)(F)F)c1)N1CCc2sccc2C1 |
| -1 | CC(C(=O)O)S(=O)(=O)Cc1ccc(Br)cc1 (stereo not drawn) |
| -5 | COC(=O)c1cc(Br)ccc1S(=O)(=O)Nc1ccc(F)cc1Cl |
| -5 | NC(=O)C1CC(C(=O)Nc2ccc3c(c2)OCCO3)=NN1c1ccccc1 (stereo not drawn) |
| -1 | Cc1nc(C(NC(=O)c2cccc(Cl)n2)c2ccccc2)n[nH]1 (stereo not drawn) |
| -4 | CCOC(=O)C1(C)CCCCN1C(=O)c1ccc(N(C)C)cc1 (stereo not drawn) |
| 8 | Fc1ccc(CSc2ncccn2)cc1 |
| -16 | Cc1nn(C)c(C)c1S(=O)(=O)NC(c1cccs1)C(C)(C)C (stereo not drawn) |
| 4 | Cc1ccsc1C1(C(=O)N2C[C@@H]3[C@H](C2)[C@H]2CC[C@@H]3O2)CC1(C)C (stereo partly drawn) |
| 5 | NS(=O)(=O)c1ccc(CNC2CC(=O)N(c3ccc(C(=O)O)cc3)C2=O)cc1 (stereo not drawn) |
| -2 | Cn1[nH]c(=O)c2c(C(=O)NC3CCCCNC3=O)cc(C3CC3)nc21 (stereo not drawn) |
| 8 | CN(C(=O)c1coc(CN2CCN(Cc3ccccc3)CC2)n1)C1CCOC1 (stereo not drawn) |
| -4 | Cc1ccnc(NCCNCC(=O)Nc2cnccn2)c1 |
| 10 | CC(=O)N1CCC(N2CCCC(CO)(CC(C)C)C2)CC1 (stereo not drawn) |
| -5 | CC(=O)c1cccc(OCC(=O)Nc2nnc(Cc3ccccc3)s2)c1 |
| 2 | CCOC(=O)c1nn(-c2ccc(S(N)(=O)=O)cc2)c(=NC#N)s1 |
| -8 | Cc1ccsc1CN(C)C(=O)CCN(C)S(C)(=O)=O |
| -26 | O[C@@H]1CNCC[C@H]1CNCc1ccccc1-c1ccccc1 |
| -4 | Cc1nc(NCc2ccc(F)cc2)nc(N2CCOCC2)c1[N+](=O)[O-] |
| -17 | O=C(Nc1ccc2c(c1)CCCN2Cc1ccccc1)C1=COCCO1 |
| -5 | O=C(NCCCn1nc(-c2cccnc2)ccc1=O)c1ccc(Cl)cc1Cl |

Structures from the list above containing a thiophene ring, fused or not (seven):
| mcGAS RapidFire | canonical_smiles |
| --- | --- |
| -4 | CC1CCC2(CC1)NC(=O)N(NC(=O)c1cc3c(s1)CCCCC3)C2=O (stereo not drawn) |
| 0 | Cc1cc(C(=O)CSc2nnc(-c3cc4c(s3)CCC(C)C4)o2)c(C)n1C (stereo not drawn) |
| -7&2 | COc1ccsc1C(=O)n1nc(C2CC2)c(C)c1N |
| -11 | O=C(NCc1cccc(C(F)(F)F)c1)N1CCc2sccc2C1 |
| -16 | Cc1nn(C)c(C)c1S(=O)(=O)NC(c1cccs1)C(C)(C)C (stereo not drawn) |
| 4 | Cc1ccsc1C1(C(=O)N2C[C@@H]3[C@H](C2)[C@H]2CC[C@@H]3O2)CC1(C)C (stereo partly drawn) |
| -8 | Cc1ccsc1CN(C)C(=O)CCN(C)S(C)(=O)=O |

More results follow:
| mcGAS RapidFire | canonical_smiles |
| --- | --- |
| -7 | CC(=O)Oc1ccc(Cn2c(C)c(C(=O)N(C)Cc3ccc(F)cc3)sc2=O)cc1 |
| -37 | c1ccc(-c2ccc(C3=NN4COc5ccccc5C4C3)cc2)cc1 (stereo not drawn) |
| -12 | COCC(=O)Nc1nccn1Cc1ccc(Br)cc1 |
| 31 | CC1(C)C(C#N)C(=O)NC(=S)C1C#N (stereo not drawn) |
| -5 | Cn1cc(CN2CCCC2C(=O)Nc2ccc(-c3cccc(F)c3)cc2)cn1 (stereo not drawn) |
| 12 | COc1ccc(Cl)cc1CN1C(=O)C(C)Oc2ccc(F)cc21 (stereo not drawn) |
| -6 | O=C(CC1CCCC1)N1CCN(C(=O)c2cc(O)cs2)CC1 |
| -1 | CSCCC(NC(N)=O)C(=O)N=c1sccn1C (stereo not drawn) |
| -14 | Cn1ccnc1SCCNc1nc2nonc2nc1N1CCSCC1 |
| 64* | O=C(C[n+]1ccc(NC(=O)c2ccccc2)c2ccccc21)c1ccccc1 |
| -3 | CC1(C)S[C@@H]2[C@H](NC(=O)[C@H](C(=O)O)c3cccs3)C(=O)N2[C@H]1C(=O)O |
| -2 | CCN(Cc1nc2ccccc2c(=O)[nH]1)C(=O)COc1ccc(Cl)c(C)c1 |
| -20 | O[C@H]1C[C@@H]2CN(Cc3ccc(C4CCCCO4)o3)C[C@@H]2C[C@@H]1O (stereo partly drawn) |
| -5 | CN(C(=O)c1ccc(Cl)cc1)c1ccc(NC(=O)C2CCOC2)cc1 (stereo not drawn) |
| -6 | CN1CCCCC1CCNC(=O)c1ccc(NC2CCC(O)CC2)nc1 (stereo not drawn) |
| -17&-6 | CC(N)C12CC3CC(CC(C3)C1)C2 (stereo not drawn) |
| 2 | CCc1cccc(C)c1NC(=O)CO/N=C1\C(=O)Nc2ccc(OC)cc21 |
| -8 | CC(C)c1nnc(NC(=O)C2CCCN(C(=O)c3ccccc3OC(F)F)C2)s1 (stereo not drawn) |
| 5 | CCC(C)n1c(=S)[nH]c(=O)c2c(C(=O)OC)cc(-c3ccco3)nc21 (stereo not drawn) |
| 14 | CC(=O)N1CCc2cc(NC(=O)COC(=O)C3CC4CCC3C4)ccc21 (stereo not drawn) |
| 2 | O=C(NCc1ccccn1)C1CC=CCC1C(=O)N1CCc2c([nH]c3ccccc23)C1 (stereo not drawn) |
| 8 | COc1ccc(-c2n[nH]c(=S)n2CC(=O)NC(C)(C)C)cc1 |
| -5 | Cc1cccnc1NC(=O)C1CCN(C(=O)c2ccsc2)CC1 |
| 2 | Cc1cc(C)c(C)c(OCCC(=O)N2CCCN(CC(N)=O)CC2)c1 |
| -4 | CC(C)C(=O)N1CCCC(C(=O)NCc2ccc(NC(=O)c3ccco3)cc2)C1 (stereo not drawn) |
| -6 | Cc1ccc(-n2cnn(CN3CCN(S(=O)(=O)c4ccccc4C#N)CC3)c2=S)c(C)c1 |
| 2 | COCCNC(=O)NC(C)(C)c1cnn(C)c1 |
| -33 | Cc1ccc(CNC(=O)CSc2nc3c(cnn3CCO)c(=O)[nH]2)cc1 |
| 0 | CC(=O)NO |
| 5 | O=C(CC1CCCC1)OCc1cc(-c2ccc(F)cc2)on1 |
| 6 | CCC(Cn1cnc(-c2ccccc2)c1-c1nccs1)N1CCOCC1 (stereo not drawn) |
| -4 | Cc1ccc(S(=O)(=O)N2CCC[C@H]2C(O)(c2ccccc2)c2ccccc2)cc1 |
| 2 | Cc1cc(=O)n2[nH]c(C)c(-c3ccccc3)c2n1 |
| 8 | COc1cc(C(=O)N2CCCC(Nc3ccc(C)c(C)c3)C2)cc(OC)c1OC (stereo not drawn) |
| 10 | CCOC(=O)C1=C(COC(=O)C=Cc2ccc(Br)o2)NC(=O)NC1C (stereo not drawn) |
| 1 | CC(C)C(C)N(Cc1ccc(-c2nn[nH]n2)cc1)Cc1ccco1 (stereo not drawn) |
| -4 | CC(=O)Nc1ccc(OC(=O)c2ccccc2O)cc1 |
| -7 | Fc1ccc2c(c1)C(=NNc1nc3ccccc3s1)CCS2 |
| -4 | CCOC1CC(NC(=O)CNC(=O)c2ccccc2C)C1(C)C (stereo not drawn) |
| -15 | COC(CNc1ncnc2c1nnn2C)OC |
| -6 | COc1ccc(N2C(=O)CN(C(=O)c3ccc(OC)o3)CC2(C)C)cc1 |
| -3 | Cc1cc(S(=O)(=O)NC(C)(C)CC(C)(C)C)ccc1F |
| -7 | CNC(=O)Nc1nc(SC)n[nH]1 |
| -4 | O=C(c1nc2ccc(Cl)cn2c1CN1CCSCC1)N1CCCCCCC1 |
| -17 | CCCS(=O)(=O)N1CCC(C(=O)Nc2ccc(N3CCCC3)nc2)CC1 |
| -4 | CCN(Cc1noc(C)n1)C(=O)CCc1scnc1C |
| -2 | Cc1ccccc1CCNC(=O)c1cnc2n(c1=O)CCS2 |
| -5 | CCCC(C)(C)C(=O)N1CCC1(C)C(=O)NS(=O)(=O)c1ccccc1C (stereo not drawn) |

By substructure, those above with two or more sulfur atoms
| mcGAS RapidFire | canonical_smiles |
| --- | --- |
| 0 | Cc1cc(C(=O)CSc2nnc(-c3cc4c(s3)CCC(C)C4)o2)c(C)n1C (stereo not drawn) |
| 2 | O=C(CN1CSCC1=O)Nc1nn2cnnc2s1 |
| -29 | CCC(C)S(=O)(=O)Nc1cccc(S(C)=O)c1 (stereo not drawn) |
| -16 | Cc1nn(C)c(C)c1S(=O)(=O)NC(c1cccs1)C(C)(C)C (stereo not drawn) |
| 2 | CCOC(=O)c1nn(-c2ccc(S(N)(=O)=O)cc2)c(=NC#N)s1 |
| -8 | Cc1ccsc1CN(C)C(=O)CCN(C)S(C)(=O)=O |
| -1 | CSCCC(NC(N)=O)C(=O)N=c1sccn1C (stereo not drawn) |
| -14 | Cn1ccnc1SCCNc1nc2nonc2nc1N1CCSCC1 |
| -3 | CC1(C)S[C@@H]2[C@H](NC(=O)[C@H](C(=O)O)c3cccs3)C(=O)N2[C@H]1C(=O)O |
| -6 | Cc1ccc(-n2cnn(CN3CCN(S(=O)(=O)c4ccccc4C#N)CC3)c2=S)c(C)c1 |
| -7 | Fc1ccc2c(c1)C(=NNc1nc3ccccc3s1)CCS2 |
